Vif-A3F inh: blocks the Vif interaction with APOBEC3F. HeLa A3F-eYFP + Vif (tagged APOBEC3F with the HIV-1 protein that degrades it), YFP fluorescence increase. Potency, µM (series often up to 46.1 µM), for the others: at the highest dose activity, negative = active. actives 0.2% (n = 390,000). AID 602313; also: potency is read from the fitted curve at half-maximal effect; % of control where 0% means no effect; nearly all actives have a fitted effect of over 65% in size
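Fluorescence increase (Ex 488/Em 500-530) after overnight compound treatment at 37 deg C flags inhibition of Vif-driven A3F-eYFP loss in stable HeLa A3F-eYFP/Vif cells seeded overnight beforehand.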
Vif-A3G inh: inhibitors of Vif-APOBEC3G interaction; Q9HC16; HeLa A3G-eYFP + Vif (tagged APOBEC3G with the HIV-1 protein that degrades it), YFP fluorescence, overnight; Potency, µM (doses to about 46.1 µM), inactives show at the top dose activity, negative = active, most hits filed as inhibitors; actives 0.076% (n = 410,000); AID 602310;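 also: potency is read from the fitted curve at half-maximal effect; % is scaled to controls: 0 for no effect and ±100 for the full control effect; nearly all actives have a fitted effect of over 60% in size; hits raise eYFP signal because A3G escapes Vif-driven loss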
Target sequence (Q9HC16 whole entry, looked up): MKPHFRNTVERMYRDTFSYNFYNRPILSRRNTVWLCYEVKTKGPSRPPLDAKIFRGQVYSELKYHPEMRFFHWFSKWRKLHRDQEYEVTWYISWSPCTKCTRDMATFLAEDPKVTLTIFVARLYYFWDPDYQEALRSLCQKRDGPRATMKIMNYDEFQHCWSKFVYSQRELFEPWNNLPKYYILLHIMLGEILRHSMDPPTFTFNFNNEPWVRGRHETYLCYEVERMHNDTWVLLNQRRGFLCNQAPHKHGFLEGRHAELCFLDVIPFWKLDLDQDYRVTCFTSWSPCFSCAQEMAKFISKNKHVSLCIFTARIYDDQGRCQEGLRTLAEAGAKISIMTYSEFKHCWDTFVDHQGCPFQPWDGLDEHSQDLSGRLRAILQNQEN
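Read-out is eYFP fluorescence (Ex 488/Em 500-530) from Vif-expressing HeLa A3G-eYFP cells; more signal means A3G escaped Vif-mediated degradation. Cells plated overnight, compound pinned in, incubated overnight at 37 deg C.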
D2 potentiator: positive allosteric modulators of human D2 dopamine receptor. actives 0.34% (n = 340,000). HEK293 T-REx D2, calcium flux, EC20 dopamine potentiation. potentiation, % at 10 µM. P14416. AID 485347;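 active = potentiation over 3 SD above the plate norm, cut at about 30% in these data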; also: 0% is about no effect
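Cells plated with tetracycline inducer and held overnight at 30 C; calcium dye loaded 30–90 min at room temperature; baseline taken, compound added and read 180 s; EC20 dopamine then added and read 180 s.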
D1 PAM: human D1 dopamine receptor positive modulation | P21728 | AID 504651 | HEK293 TREx D1 cells, calcium flux, dopamine EC20 potentiation | potentiation, % at 10 µM | actives 0.036% (n = 360,000); in the data active = potentiation above about 30%; also: 0% is about no effect
Target sequence (P21728 whole entry, looked up): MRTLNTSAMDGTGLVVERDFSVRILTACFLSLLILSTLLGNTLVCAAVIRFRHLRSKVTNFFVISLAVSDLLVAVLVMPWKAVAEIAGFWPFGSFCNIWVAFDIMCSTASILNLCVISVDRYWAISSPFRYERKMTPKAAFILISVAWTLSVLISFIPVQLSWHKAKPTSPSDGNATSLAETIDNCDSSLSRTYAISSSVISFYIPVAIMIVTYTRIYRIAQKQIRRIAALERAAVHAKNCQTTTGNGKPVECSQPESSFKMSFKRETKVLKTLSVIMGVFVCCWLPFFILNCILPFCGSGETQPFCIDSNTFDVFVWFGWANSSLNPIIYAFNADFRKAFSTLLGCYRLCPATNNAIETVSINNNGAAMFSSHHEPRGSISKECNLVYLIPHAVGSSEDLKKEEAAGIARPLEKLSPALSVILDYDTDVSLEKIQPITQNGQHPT
RXFP1 antagonist: RXFP1 (human) relaxin receptor antagonism | Q9HBX9 | HEK293-RXFP1, relaxin-stimulated cAMP HTRF, 30 min; hits give low values | activity change, negative = inhibition, % at 57.5 µM | actives 0.59% (n = 350,000);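 active = activity change of -60% or lower, but not beyond a set lower limit; inconclusive = change between -60% and -40%, or beyond the set limit; inactive = change above -40%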; also: % is scaled to controls: 0 for no effect and ±100 for the full control effect
RXFP1 ag: RXFP1 (human) receptor agonism. HEK293T-RXFP1 cAMP TR-FRET, 30 min; response scale: percent of porcine relaxin response, buffer zero. Potency, µM (series often up to 57.5 µM), for the others: at the highest dose activation, actives largely listed as activators. actives 0.3% (n = 370,000). AID 2676; also: potency is read from the fitted curve at half-maximal effect; % is scaled to controls: 0 for no effect and ±100 for the full control effect; nearly all actives have a fitted effect of over 60% in size; many of its hits are not listed in these tables
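HEK293 cells stably expressing RXFP1, treated 30 min at 37C with compounds plus PDE4 inhibitor Ro 20174; cAMP measured by HTRF TR-FRET. Normalized to buffer and 29 nM porcine relaxin; EC50 by Hill fit.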
D1 antagonist: human D1 dopamine receptor antagonism; activity change, negative = inhibition, % at 10 µM; P21728; HEK293 TREx D1 cells, calcium flux, dopamine EC80; hits give low values; actives 3.2% (n = 360,000); in the data active = activity change below about -30%; also: % is scaled to controls: 0 for no effect and ±100 for the full control effect
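Allosteric or orthosteric antagonism assessed as attenuation of the calcium response to EC80 dopamine, added 180 s after compound, in induced HEK293 Trex D1 cells loaded with no-wash calcium dye.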
D1 agonist: human D1 receptor agonism; P21728; HEK293 T-REx D1 cells, calcium flux, agonist mode; activation, % at 2 µM; actives 1% (n = 360,000); in the data active = activation above about 30%; also: 0% is about no effect
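Tetracycline-induced HEK293 TREx D1 cells, force-coupled to calcium signalling, were dye-loaded with a no-wash calcium kit. Compound was pin-added after a 10 s baseline. Fluorescence was read kinetically at 1 cycle/s for 180 s, with calcium rises flagged as agonism.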
GRP78 ERSR act: inducers of ER stress response in human glioma cells. U87-MG GRP78 promoter luciferase reporter, 16 h. Potency, µM, without a hit: at the highest dose activation, usual class: activators. actives 0.02% (n = 420,000). AID 602332; also: potency is read from the fitted curve at half-maximal effect; series mostly up to about 76 µM; % of control where 0% means no effect; nearly all actives have a fitted effect of over 35% in size
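ERSR induction read as luciferase luminescence (Bright-Glo, 10 min at room temperature) in stably transfected human U87-MG glioma cells exposed to compounds for 16 h, using GRP78 as sensor.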
An asterisk follows results filed as active; ? = inconclusive; . = no result given; & = joins results of further samples. Unless noted, calls follow the shape of the dose curve; as a rule, active = well fitted curve in the direction sought with a large enough effect; inconclusive = small, poorly fitted or top-dose-only effect, or another doubt; inactive = no such curve, though single readings can be large; an effect the other way counts as inactive or inconclusive.

SMILES	Vif-A3F inh	Vif-A3G inh	D2 potentiator	D1 PAM	RXFP1 antagonist	RXFP1 ag	D1 antagonist	D1 agonist	GRP78 ERSR act
CCOc1ccc(NC(=O)CC2C(=O)N(c3ccc(OC)cc3)C(=O)N2CCC2=CCCCC2)cc1 (configuration not stated)	0%	-1%	-9	-2	.	3.5%	-22	1	-1%
COC(=O)C1=C(C)N=c2s/c(=C3\C(=O)Nc4ccccc43)c(=O)n2C1c1ccccc1 (configuration not stated)	.	.	2	3	.	0.2%	9	1	.
CC(=O)Nc1ccc(CC#N)cc1	-2%	1%	24	8	-15	3.8%	6	3	-1%
CC(C)Cn1c(=O)c2sccc2n2c(CCCC(=O)NC3CCCCC3)nnc12	-1%	0%	-1	0	8	?	8	0	-2%
Cn1c(=O)[nH]c(=O)c2c1nc(N1CCOCC1)n2CC(O)COc1ccccc1 (configuration not stated)	2%	-4%	-1	1	.	0.9%	-8	0	-6%
CN1CCC(NC(=O)Nc2ccc(Br)cc2)CC1	0%	1%	.	-8	-6	-0.6%	-2	3	-3%
Cc1cc(C)c(NN=c2c(=O)c3ccccc3c2=O)c(C)c1	-1%	0%	-5	-5	6	-1.0%	2	0	5%
Cc1ccc(/C(O)=C2\C(=O)C(=O)N(c3cc(C)on3)C2c2cccc(Cl)c2)cc1 (configuration not stated)	4%	0%	8	2	-18	8.3%	0	0	-4%
CC(C)N1CCc2c(sc(NC(=O)CCS(=O)(=O)c3ccccc3)c2C(N)=O)C1	2%	-1%	-6	4	-2	0.3%	1	3	7%
O=C(O)CCCNc1ccc([N+](=O)[O-])c(NCCCC(=O)O)n1	-8%	0%	7	3	-13	0.5%	2	9	-1%
O=S(=O)(NCC1CC1)c1cc(Cl)cc(Cl)c1	1%	-1%	.	-1	-12	-2.4%	6	5	-7%
N/C(=N\c1nc2c(c(=O)[nH]1)CCC2)Nc1cccc2ccccc12	-5%	5%	18	12	13	-0.1%	8	2	-1%
CCN(CC(=O)Nc1c(F)cccc1F)C(=O)c1ccc(-n2cncn2)c([N+](=O)[O-])c1	4%	4%	-4	1	-6	0.3%	6	1	-2%
Cc1ccccc1Nc1nccc(N(C)C)c1C#N	-2%	2%	-2	-3	0	4.2%	-2	3	-1%
Fc1ccc(CNC(=S)NC2CCCCC2)cc1	?	0%	-11	-2	-4	-0.4%	.	3	-1%
CC(Sc1nnc(C2CC2)n1C)C(=O)Nc1ccc(N2CCOCC2)cc1 (configuration not stated)	0%	-1%	-25	3	-1	-0.4%	-4	1	0%
CCCn1c2ccccc2c2cnn(CC(=O)NCC3CCN(Cc4ccc(F)cc4)CC3)c(=O)c21	-1%	5%	3	-1	-7	6.9%	3	4	-1%
CCc1sc(N(C(=O)Cc2ccccc2)c2ccccc2F)nc1-c1ccc(C)cc1	2%	0%	6	5	2	0.4%	-11	3	-3%
O=C(Oc1cc(=O)n2ccccc2n1)c1ccccc1	-3%	3%	13	6	-21	4.5%	-1	2	-3%
CCOc1ccc(CN2CCN(Cc3ccc(C)o3)CC2CCO)cc1 (configuration not stated)	-10%	1%	.	-4	1	0.0%	0	3	-3%
CCCN(CCC)CCCNC(=O)c1cn(CC)c2ccc(S(=O)(=O)N3CCOCC3)cc2c1=O	-9%	3%	-10	-3	12	6.1%	-10	3	4%
Cc1cc(C(F)(F)F)nn1-c1nc(-c2ccco2)cc(C(F)(F)F)n1	-4%	2%	-4	-4	-18	1.7%	2	6	-3%
CN(C)c1ccc(C(CNS(=O)(=O)c2ccc(F)cc2)N2CCOCC2)cc1 (configuration not stated)	-8%	2%	8	2	-2	-1.1%	-3	-1	-1%
C/C(Cl)=C/Cn1c(=O)c2c(nc(Br)n2Cc2ccccc2)n(C)c1=O	0%	-5%	2	1	-10	0.0%	-3	2	-4%
Cc1ccc(N2CCN(C(=O)Nc3cn(CC(C)C)c(=O)c4ccccc34)CC2)c(C)c1	4%	-1%	2	-4	.	0.1%	-5	1	5%
O=C(NCCNC(=O)Oc1cccc2ccccc12)Oc1cccc2ccccc12	-10%	0%	.	.	22	.	.	.	6%
CCOC(=O)C1CCCN(S(=O)(=O)c2cc(Br)cc3c2N(C(C)=O)CC3)C1 (configuration not stated)	15%&0%	2%&1%	1&-3	1	12&-5	4.2%&-0.4%	-9&-18	1&-1	-2%&-1%
N#C/C(=C/c1cccnc1)c1ccccc1	4%	2%	-7	1	4	-1.2%	-5	0	3%
CCn1c(C(O)c2cc(OC)c(OC)c(OC)c2)nc2ccccc21 (configuration not stated)	6%	2%	11	-3	3	1.9%	-2	15	-4%
Cc1cccc(NC(=O)/C(C#N)=C/c2ccco2)c1	0%	2%	5	-2	-9	-2.0%	-25	-1	3%
CCCOc1ccc(Br)cc1/C=N/NC(=O)c1cc(OC)c(OC)c(OC)c1	-1%	1%	.	-9	-13	1.0%	8	-1	-3%
Cc1[nH]c2ccccc2c1CCN(Cc1cccnc1)C(=S)NC(C)(C)C	-5%	-1%	-2	3	0	-1.3%	8	9	-2%
O=C(NCCCn1ccnc1)C(Cc1ccc([N+](=O)[O-])cc1)N1C(=O)c2ccccc2C1=O (configuration not stated)	-21%	-8%	7	-2	1	1.3%	0	0	1%
Cc1oc(C)c(C(=O)Nc2ccc(CC(=O)O)cc2)c1C(=O)Nc1ccc(CC(=O)O)cc1	.	-5%	22	-3	8	2.8%	7	0	-9%
Cc1cc(SCC(=O)c2ccccc2)nc(C)n1	-2%	-6%	6	-1	-7	1.8%	-12	1	-8%
COc1cccc(CNC(=O)C2=C(C)C(=O)OC23CCCCCC3)c1	1%	2%	2	-3	3	-2.2%	1	-2	-2%
CCCSc1nc2c(cnn2-c2ccccc2)c(=O)[nH]1	-6%	1%	41*	-9	.	-0.2%	14	4	-2%
Cc1ccc(C2=Nc3ccccc3NC(c3ccncc3)=N2)cc1	.	.	-3	1	5	1.5%	-3	1	.
Cc1cc(N2CCOCC2)c2c(N)cc(C)c(C)c2n1	0%	1%	17	-10	12	0.5%	-13	2	-2%
Cc1ccc(OCC(=O)Nc2ccc(N3CCN(C(=O)c4ccco4)CC3)cc2)cc1C	-13%	-1%	-3	-4	-35	-2.8%	-27	10	-6%
Cc1cccc(NC(=O)c2cnc3scc(C)n3c2=O)c1	1%	2%	6	-2	.	1.9%	9	1	2%
Cc1cc(N2CCN(C)CC2)nc2ccc(NC(=S)NCc3cccs3)cc12	-6%	4%	-17	-6	-34	1.3%	-30	6	3%
COc1ccc(-c2nc(-c3ccc(Br)o3)no2)cc1OC	-7%	-4%	1	0	.	-0.5%	-9	0	0%
CCCCNC(=O)CSc1nc(O)cc(=O)n1C1CCCC1	-8%	-1%	-6	0	0	-1.4%	-4	0	-6%
O=C(O)CCn1cc(/C=C/C(=O)c2ccc(Cl)cc2)c(-c2ccc(Br)cc2)n1	2%	-24%	5	4	-7	1.3%	-17	3	?
Nc1nonc1C(=O)NCCNc1ncccc1[N+](=O)[O-]	6%	0%	2	-4	11	12%	-7	0	-2%
CCOc1ccc(N2C(=O)CC(SC(=NC)Nc3cccc(OC)c3)C2=O)cc1 (configuration not stated)	12%	-6%	4	3	1	-3.8%	6	1	-3%
CC(=O)c1cc(-c2ccccc2)n(CC(=O)NCc2ccccc2C)c1C	0%	6%	-3	-1	-4	0.9%	10	1	-3%
CC(NCc1ccccc1)C1COc2ccccc2O1 (configuration not stated)	-12%	-3%	-19	-3	-2	0.2%	10	2	-5%
O=C(CN(c1ccccc1)S(=O)(=O)c1ccccc1[N+](=O)[O-])NN=C1CCCCCCC1	-1%	-1%	-7	-4	10	1.9%	-5	1	-5%

An excerpt of these results, with two lines to a compound:
Results follow in this order: Vif-A3F inh | Vif-A3G inh | D2 potentiator | D1 PAM | RXFP1 antagonist | RXFP1 ag | D1 antagonist | D1 agonist | GRP78 ERSR act
CC(Sc1nnc(C2CC2)n1C)C(=O)Nc1ccc(N2CCOCC2)cc1 (configuration not stated)
 : 0% | -1% | -25 | 3 | -1 | -0.4% | -4 | 1 | 0%
CCCn1c2ccccc2c2cnn(CC(=O)NCC3CCN(Cc4ccc(F)cc4)CC3)c(=O)c21
 : -1% | 5% | 3 | -1 | -7 | 6.9% | 3 | 4 | -1%

(list continues)
SMILES	Vif-A3F inh	Vif-A3G inh	D2 potentiator	D1 PAM	RXFP1 antagonist	RXFP1 ag	D1 antagonist	D1 agonist	GRP78 ERSR act
CN(c1cccc(NC(=O)COc2ccc(Cl)cc2Cl)c1)S(C)(=O)=O	-4%	-7%	3	-1	-12	1.9%	1	3	-2%
COc1ccc(C(=O)Cn2nnc(-c3cccs3)n2)cc1	6%	-1%	1	1	5	-0.2%	-19	6	7%
C=CCN(C(=O)CCC(=O)Nc1cc(C)on1)C(C(=O)NC1CCCC1)c1ccc(C)cc1 (configuration not stated)	-6%	0%	10	4	-4	-0.1%	1	3	-3%
CCCn1c(SCC(=O)NC(C)(C)C)nnc1-c1ccco1	2%	-2%	5	0	-24	1.3%	-3	0	-2%
CC1CN(Cc2ccco2)C(=S)NC1=O (configuration not stated)	-1%	-1%	.	.	0	.	.	.	-1%
Cc1noc(C)c1C(=O)NC1CCCc2ccccc21 (configuration not stated)	1%	-2%	-8	1	-8	1.6%	4	0	4%
Cc1ccc(Oc2ccc(-c3nc(N)nc(N)n3)cc2)cc1C	-10%	-5%	4	4	-12	-0.4%	3	4	4%
CCOc1ccc(C(=O)Nc2ccc(NC(=O)c3ccco3)c(Cl)c2)cc1Br	-11%	-8%	-1	-3	-19	?	-16	4	-6%
COc1ccc(C(=O)Nc2ccc3c4c(cccc24)CC3)cc1	-9%	-13%	8	5	7	-2.9%	-2	2	3%
CCOC(=O)c1ccc(NC(=O)c2nccnc2C(=O)O)cc1	5%	2%	-5	0	.	-0.3%	-14	2	-3%
CC(=O)Nc1ccc(C(=O)CSc2nc3ccc(C)cc3[nH]2)cc1	2%	-1%	2	0	-4	0.1%	10	1	0%
CCCCN(C(=O)CN1C(=O)C2CCCCC2C1=O)c1c(N)n(CCCC)c(=O)[nH]c1=O (configuration not stated)	1%	1%	3	-1	12	-0.3%	-15	1	-1%

Source: PubChem

An excerpt. The share of hits here may be higher or lower than overall.
